Tau fluor counter = Counterscreen qHTS for Inhibitors of Tau Fibril Formation, Fluorescence Polarization | tau K18 P301L (four-repeat tau fragment) Alexa594 fluorescence, heparin fibrillization | Potency, µM (titrated, usually from 57.7 µM), without a hit: at the highest dose activity change, negative = decrease | 280,000 compounds, 0.93% hits | AID 1463, 2008; further: on the % scale 0 is the no-effect control and ±100 the full control effect; nearly all actives have a fitted effect of over 55% in size
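Human K18 P301L tau (15 uM unlabeled plus 0.24 uM Alexa 594-labeled, final) in 100 mM sodium acetate pH 7 was mixed with compound and 20 uM heparin and incubated 6 hr at 37 C.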
Epigenetic derep = Quantitative High-Throughput Screen for Regulators of Epigenetic Control. murine LDR cells, GFP reporter derepression, 30 h. Potency, µM (highest dose often 53.9 µM), for the others: top-dose GFP activation, usual class: activators. 280,000 compounds, 0.2% hits; further: % of control where 0% means no effect; nearly all actives have a fitted effect of over 60% in size
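Reporter derepression read as number of fluorescent GFP-positive objects, 20-120 um in size, counted by laser-scanning cytometer. Mouse LDR line with an epigenetically silenced CMV-GFP locus; compound incubation 30 h, 37 C.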
ALDH1A1 inh = qHTS Assay for Inhibitors of Aldehyde Dehydrogenase 1 (ALDH1A1); Aldehyde dehydrogenase 1A1 (Homo sapiens), P00352; Purified ALDH1A1, NADH fluorescence, propionaldehyde substrate; Potency, µM (highest dose often 75.3 µM), without a hit: top-dose activity, negative = inhibition, usual class: inhibitors; 220,000 compounds, 7.3% hits; AID 1030, 2008; active means well fitted inhibition curve with a large enough effect, not every such curve was filed as active; inconclusive means small, poorly fitted or top-dose-only effect, or another doubt; inactive means no such curve, though single readings can be large or run the other way;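 further: plate controls were no enzyme wells and a reference inhibitor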
Target sequence (P00352 whole entry, looked up): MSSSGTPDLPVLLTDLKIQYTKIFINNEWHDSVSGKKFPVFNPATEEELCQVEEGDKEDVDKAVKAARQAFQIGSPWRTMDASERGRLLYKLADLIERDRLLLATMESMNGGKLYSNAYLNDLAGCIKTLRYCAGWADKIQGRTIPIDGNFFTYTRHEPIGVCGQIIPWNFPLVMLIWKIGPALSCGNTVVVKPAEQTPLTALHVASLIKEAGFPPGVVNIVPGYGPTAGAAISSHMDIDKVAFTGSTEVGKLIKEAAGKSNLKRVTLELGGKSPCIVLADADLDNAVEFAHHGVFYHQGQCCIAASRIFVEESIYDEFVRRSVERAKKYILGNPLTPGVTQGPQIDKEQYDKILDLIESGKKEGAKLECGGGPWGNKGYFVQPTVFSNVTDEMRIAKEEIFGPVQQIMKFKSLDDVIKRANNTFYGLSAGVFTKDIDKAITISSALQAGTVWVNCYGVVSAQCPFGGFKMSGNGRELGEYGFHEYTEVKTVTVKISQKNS
An asterisk follows results filed as active; ? = inconclusive; nt = no result given. Unless noted, the call rests on the fitted dose curve; in most records, active means well fitted curve in the direction sought with a large enough effect; inconclusive means small, poorly fitted or top-dose-only effect, or another doubt; inactive means no such curve, though single readings can be large; an effect the other way counts as inactive or inconclusive. Potency means the concentration at half of the fitted maximal effect. Some of the compounds tested; count on the stated rates, not on these rows.

A first look:
SMILES | Tau fluor counter | Epigenetic derep | ALDH1A1 inh
O=C(Nc1ccccc1)c1ccc(Cc2nc3ccccc3[nH]2)cc1 | nt | -2.5% | 0.8%
CN(C)CC(C)(C)CNC(=O)c1ccc(Cc2nc3ccccc3[nH]2)cc1 | nt | -3.4% | 13.4%
CN(C)CCCCNC(=O)c1ccc(-n2c(=O)c(=O)[nH]c3ccccc32)cc1 | nt | -4.7% | 6.1%
Cc1cccc(NS(=O)(=O)c2ccc(Cl)c(C(=O)O)c2)c1 | nt | -2.4% | 14.2%

Results (from the top)
SMILES | Tau fluor counter | Epigenetic derep | ALDH1A1 inh
O=C(Nc1ccccc1)c1ccc(Cc2nc3ccccc3[nH]2)cc1 | nt | -2.5% | 0.8%
CN(C)CC(C)(C)CNC(=O)c1ccc(Cc2nc3ccccc3[nH]2)cc1 | nt | -3.4% | 13.4%
CN(C)CCCCNC(=O)c1ccc(-n2c(=O)c(=O)[nH]c3ccccc32)cc1 | nt | -4.7% | 6.1%
Cc1cccc(NS(=O)(=O)c2ccc(Cl)c(C(=O)O)c2)c1 | nt | -2.4% | 14.2%
O=C(O)c1ccc(Cl)c(S(=O)(=O)Nc2ccccc2Cl)c1 | nt | -3.7% | 0.3%
O=C(O)c1ccccc1NS(=O)(=O)c1cccc2ccccc12 | nt | -4.5% | -6.5%
Fc1ccc(-c2noc3ncnc(NCCc4ccccc4)c23)cc1 | -7.4% | -0.2% | nt
CCCC(=O)C1=C(c2cccc(OC)c2)N(C(=O)CCC)n2c(C)nnc2S1 | -19.6% | 3.2% | nt
CCCCN(CCCC)S(=O)(=O)c1ccc2oc(C(=O)NCc3ccccc3)c(C)c2c1 | -6.1% | 0.6% | nt
CCOC(=O)c1ccccc1NC(=O)c1cc2ccc3cccnc3c2[nH]1 | -7.9% | 2.5% | nt
COc1ccc(CCNC(=O)c2c(C)oc3ncn(C)c(=O)c23)c(OC)c1 | -13.2% | 0.8% | nt
Oc1c(C(c2ccc(Br)cc2)N2CCOCC2)sc2nc(-c3ccco3)nn12 (centres undefined) | -2.8% | 3.0% | nt
Cc1cccc(CN2C(=O)c3ccccc3Sc3ccc(C(=O)N4CCCC4)cc32)c1 | -8.5% | 3.0% | nt
CCc1ccc(NC(=O)c2ccc(F)c(S(=O)(=O)N3CCc4ccccc4C3)c2)cc1 | -26.0% | 4.1% | nt
O=C(Cc1ccccc1)NC1CC(=O)N(c2ccc3c(c2)OCCO3)C1 (centres undefined) | 4.8% | 7.9% | nt
CC(C)c1nc2ccc(C(=O)NCCCN3CCN(c4ccc(F)cc4)CC3)cc2o1 | -4.2% | -1.7% | nt
CC(=O)c1ccc(NC(=O)c2ccc3c(c2)N(Cc2cccc(Cl)c2)C(=O)c2ccccc2S3=O)cc1 (centres undefined) | -24.6% | 4.3% | nt
CCc1ccc(CNC(=O)c2ccc3c(c2)nc2n3CCCCC2)cc1 | -0.8% | -2.8% | nt
CC(C)Cn1cc(NC(=O)NCc2cccc(Cl)c2)c2ccccc2c1=O | -25.4% | -0.2% | nt
CCOC(=O)CC(=O)CSc1nc2ccccc2c(=O)n1CCc1ccccc1 | -4.6% | -0.5% | nt
CCc1ccc(CNC(=O)Cn2nc(-c3ccc(Cl)cc3)ccc2=O)cc1 | ? | -0.3% | nt
Cn1cnc(S(=O)(=O)N2CCC(C(=O)Nc3ccc(C#N)cc3)CC2)c1 | -0.7% | 2.2% | nt
COc1cccc(NC(=O)CSCc2cc(=O)c3ccc(C)c(C)c3[nH]2)c1 | -4.0% | 1.8% | nt
COc1ccc(-c2nnc(SCC(=O)Nc3cccc(C(F)(F)F)c3)s2)cc1 | -17.0% | 0.0% | nt
CCOC(=O)c1noc2ncn(CC(=O)Nc3cc(Cl)ccc3OC)c(=O)c12 | -14.2% | 5.1% | nt
O=C(COc1ccccc1-c1nnc(-c2ccccc2)o1)Nc1ccc(Br)cc1F | -5.6% | 0.0% | nt
COc1ccc2c(c1)CC(NC(=O)Nc1c(C)cc(C)cc1C)CO2 (centres undefined) | 3.8% | 3.5% | nt
Fc1ccc(Nc2nc(SCc3cccc(Cl)c3)nc3ccccc23)cc1 | ? | -1.3% | nt
CCOc1ccc(C2C(=O)N(C3CCCCC3)CC(=O)N2C2CCCC2)cc1OC (centres undefined) | -3.4% | 8.4% | nt
Cc1csc2nc(-c3cccc(NC(=O)c4ccccc4Cl)c3)cn12 | -20.0% | -3.8% | nt
Cc1ccc(/C=C/c2nc3ccccc3n2S(=O)(=O)c2ccc(Br)cc2)cc1 | -11.2% | 0.0% | nt
CCOC(=O)c1c(C)[nH]c(CCC(=O)Nc2ccc(OC)c(OC)c2)c1C | -10.6% | -1.5% | nt
Cc1cccc(C(=O)NCC(=O)OCc2cc(=O)n3nc(C)sc3n2)c1 | -2.5% | 1.5% | nt
Cc1ccc2c(=O)c(C(=O)c3cccc(Cl)c3)cn(CC(=O)Nc3ccccc3C(F)(F)F)c2n1 | -1.3% | 11.0% | nt
CCN(Cc1ccccc1)C(=O)c1cc(-c2ccccc2)n[nH]1 | -23.5% | -1.3% | nt
CCOC(=O)c1c(S(=O)(=O)N2CCC(C(=O)Nc3ccc(OCC)cc3)CC2)c(C)n(C)c1C | 18.4% | 0.0% | nt
Clc1cccc(-n2ncc3c(N4CCN(Cc5ccccc5)CC4)ncnc32)c1 | -15.4% | 4.2% | nt
CCOC(=O)c1cccc(NC(=O)C2CCN(S(=O)(=O)c3c(C)noc3/C=C/c3ccc(C)cc3)CC2)c1 | -23.4% | 1.8% | nt
COc1ccc(C(=O)NCC(c2ccc(N(C)C)cc2)N2CCCC2)c(OC)c1 (centres undefined) | 0.0% | -2.6% | nt
CCN(CC)C(=O)c1sc2c(c1C)c(=O)n(CCc1ccccc1)c(=O)n2Cc1ccc(C)cc1 | -14.3% | -1.3% | nt
Cc1nc2cccnc2n1-c1cccc(C(=O)NCCc2ccc(Cl)cc2)c1 | -20.3% | 5.2% | nt
CC(C)(C)OC(=O)N1CCC(c2c(C(=O)N3CCCCC3)cnn2-c2ccc(F)cc2F)CC1 | -9.1% | 0.0% | nt
CCOC(=O)c1c(C)[nH]c(C)c1S(=O)(=O)N1CCC(C(=O)NCc2cccc(C)c2)CC1 | -24.9% | -3.4% | nt
CSc1ccc(CNC(=O)CCn2ccc3cc(S(=O)(=O)N4CCCC4)ccc32)cc1 | -10.9% | 0.4% | nt
COc1ccc(-n2ccnc(NCc3ccc(Cl)cc3)c2=O)cc1 | -25.3% | 2.0% | nt
Cc1nc(-c2ccc(Cl)cc2)sc1CCNC(=O)C(=O)Nc1ccccc1C#N | -5.3% | 3.4% | nt
COc1cccc(CNC(=O)C(=O)NCC(c2cccs2)S(=O)(=O)c2cccs2)c1 (centres undefined) | -21.2% | 2.2% | nt
Cc1cc(C)cc(NC(=O)c2cc3c(=O)n(Cc4ccco4)ccc3nc2C)c1 | -7.4% | 0.0% | nt
Cc1ccc(CNC(=O)CCn2cnc3ccccc3c2=O)cc1 | 3.4% | 1.4% | nt
Cc1ccc(-c2noc(-c3nnn(CC(=O)Nc4ccc(C)cc4Cl)c3N)n2)cc1 | 4.4% | 2.7% | nt
COc1ccc(CNC(=O)c2ccc(CS(=O)(=O)c3ccccc3OC)o2)cc1 | -2.7% | 0.0% | nt
Cc1cc(C)cc(NC(=O)CSc2c(C(C)C)cnc3c2c(=O)n(C)c(=O)n3C)c1 | -8.5% | -2.1% | nt
COc1ccc(S(=O)(=O)NCCS(=O)(=O)N2CCN(c3ccccc3)CC2)cc1C | -12.0% | -1.1% | nt
Cc1ccc(S(=O)(=O)N(CCc2ccccc2)CC(=O)Nc2ccccc2C)cc1 | -11.2% | 0.0% | nt
COc1cc(Cl)c(C)cc1NC(=O)c1cc(S(=O)(=O)N2CCCC2)ccc1F | -2.9% | 1.8% | nt
O=C(CS(=O)(=O)c1cccc2nsnc12)N1CCN(c2cccc(C(F)(F)F)c2)CC1 | -28.6% | 0.0% | nt
COc1ccc(-c2nc(SCC(=O)N3CCCCC3C)n[nH]2)cc1 (centres undefined) | -6.3% | -5.1% | nt
COc1ccc(-c2c(C)c3ccc(O)c(CN4CCC(C)CC4)c3oc2=O)cc1OC | -8.5% | -0.9% | nt
COc1cc(NS(=O)(=O)c2ccc(-c3cc(C)no3)cc2)cc(OC)c1 | ? | 5.0% | nt
COc1ccc(S(=O)(=O)NCC(c2ccc(N(C)C)cc2)N2CCc3ccccc32)cc1 (centres undefined) | ? | -0.8% | nt

Copied from the list:
For Epigenetic derep, Cc1cc(C)cc(NC(=O)c2cc3c(=O)n(Cc4ccco4)ccc3nc2C)c1 reads 0.0%
For Tau fluor counter, COc1cc(Cl)c(C)cc1NC(=O)c1cc(S(=O)(=O)N2CCCC2)ccc1F reads -2.9%
For Epigenetic derep, COc1cc(NS(=O)(=O)c2ccc(-c3cc(C)no3)cc2)cc(OC)c1 reads 5.0%
For Epigenetic derep, Cc1cc(C)cc(NC(=O)CSc2c(C(C)C)cnc3c2c(=O)n(C)c(=O)n3C)c1 reads -2.1%

Next section:
SMILES | Tau fluor counter | Epigenetic derep | ALDH1A1 inh
CCCCOc1ccc(C(=O)NCCc2csc(-c3ccc(OC)cc3)n2)cc1 | -12.7% | 0.8% | nt
CCOc1ccc(-c2nnc(SCC(=O)NC3CCCC3)nc2-c2ccc(OCC)c(OC)c2)cc1OC | 13.3% | 0.0% | nt
CCOc1cccc(C2c3[nH]c4ccccc4c3CCN2C(=O)CSCc2ccc(F)cc2)c1 (centres undefined) | -8.4% | 5.8% | nt
O=C(CCn1cnc2ccccc2c1=O)NCc1ccccc1Cl | -2.5% | 2.8% | nt
CCOC(=O)c1ccccc1NC(=O)c1nn(-c2ccc(C)cc2)c(=O)n(C)c1=O | 6.4% | -1.7% | nt
CCC(CC)C(=O)Nc1cc(-c2cccc(C)c2)nn1-c1ccccc1 | -21.0% | -2.2% | nt
CC(C)(C)OC(=O)N1CCC(c2c(C(=O)N3CCN(c4ccccn4)CC3)cnn2-c2ccccc2Cl)CC1 | -8.1% | 5.1% | nt
COC(=O)c1cccc(Nc2c(-c3ccc(O)c(OC)c3)nc3nc[nH]n23)c1 | -27.8% | 1.1% | nt
COc1ccc(CNC(=O)CCc2c(C)nn(-c3ccc(N4CCCCC4)nn3)c2C)c(OC)c1 | 1.8% | 0.0% | nt
Cc1ccc(C)c(CN2C(=O)c3ccccc3Sc3ccc(C(=O)NCCCOC(C)C)cc32)c1 | -14.7% | -0.2% | nt
COc1ccc(NC(=O)C(C(C)C)N2Cc3ccccc3C2=O)cc1 (centres undefined) | -11.1% | -1.1% | nt
Cc1ccc(NC(=O)/C=C/c2ccc(Cl)cc2)c(Br)c1 | -0.7% | 0.0% | nt
O=c1c2[nH]c3ccccc3c2nc(SCc2cccc(F)c2)n1-c1ccccc1 | -15.9% | 0.0% | nt
Cc1cc(C)cc(NC(=O)Cn2nnc(-c3nc(-c4ccncc4)no3)c2N)c1 | -14.9% | -1.6% | nt
COc1ccc(-c2cc3ccc(O)c(CN4CCCCC4C)c3oc2=O)cc1OC (centres undefined) | -4.9% | 1.6% | nt
CCc1ccc(-c2nn(CC(=O)NC3CCCCC3)c3c2cnc2ccc(C)cc23)cc1 | 7.6% | 0.0% | nt
COc1ccc(C(CC(=O)Nc2ccc(Br)cn2)N2Cc3ccccc3C2=O)cc1 (centres undefined) | -12.9% | -0.2% | nt
Cc1ccc(NC(=O)CSc2nccn2Cc2ccco2)cc1Cl | ? | 0.0% | nt
Cc1ccc(NC(=O)C(=O)NCC(c2ccc3c(c2)OCO3)N2CCN(c3ccccc3)CC2)cc1 (centres undefined) | -20.4% | 0.0% | nt
CCc1ccc(NC(=O)CSc2nnc3[nH]c(=O)cc(-c4ccccc4)n23)cc1 | -18.9% | -0.2% | nt
CC(=O)NCc1nc2cccnc2n1Cc1ccccc1 | -2.7% | 0.0% | nt
CCOC(=O)c1cc(C)n(CC2CCC(C(=O)Nc3ccc(C(=O)OC)cc3)CC2)c1C (centres undefined) | -12.5% | 3.2% | nt
CCCCC(=O)Nc1nnc(S(=O)(=O)N(C)Cc2ccc(Cl)cc2)s1 | -2.7% | -1.8% | nt
CC(=O)c1cccc(NC(=O)c2cccn2-c2nnc(N3CCCCC3)s2)c1 | -17.4% | -3.7% | nt
Cc1nc2nc(SCC(=O)Nc3cccc(Cl)c3)nn2c(C)c1Cc1ccccc1 | ? | 4.3% | nt
CCN(CC)CCNc1ncnc2c1cnn2-c1cc(Cl)ccc1C | 1.0% | -1.2% | nt
COc1ccc(C(=O)NCCc2sc(-c3ccc(Cl)cc3)nc2C)c(OC)c1 | -12.7% | 0.8% | nt
COC(=O)C1CCN(C(c2ccccc2Cl)c2sc3nc(-c4ccco4)nn3c2O)CC1 (centres undefined) | -2.0% | -0.2% | nt
Cc1ccc(NC(=O)CN2CCCN(Cc3cc(C)ccc3C)S2(=O)=O)c(Cl)c1 | -22.7% | 4.0% | nt

Source: PubChem
